Nrf2 activator – qHTS of Nrf2 Activators | AREc32 ARE-luciferase reporter (MCF7-derived line), luminescence, 24 h | Potency, µM (titrated, usually from 46.1 µM), for the others: top-dose activation, usual class: activators | 410,000 tested, 0.31% active | AID 624171, 2012; note: % of control where 0% means no effect; nearly all actives have a fitted effect of over 65% in size
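Cells of the AREc32 ARE-luciferase line are plated in OPTI-MEM containing 5% FBS and left overnight at 37 deg C. Compounds are pinned in, incubation continues 24 hr, and firefly luciferase signal is then measured.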
EPAC2 antag – qHTS for Antagonist of cAMP-regulated guanine nucleotide exchange factor 2 (EPAC2): primary screen. EPAC2 GEF exchange of Rap1B-BODIPY-GDP, fluorescence. Potency, µM (highest dose often 114 µM), for inactives: at the highest dose activity, negative = inhibition, most hits filed as inhibitors. 360,000 tested, 0.18% active; note: % is set by controls: 0 for no effect and ±100 for the full control effect; nearly all actives have a fitted effect of over 45% in size; many of its hits are not listed in these tables
Target sequence (Q8WZA2 whole entry, looked up): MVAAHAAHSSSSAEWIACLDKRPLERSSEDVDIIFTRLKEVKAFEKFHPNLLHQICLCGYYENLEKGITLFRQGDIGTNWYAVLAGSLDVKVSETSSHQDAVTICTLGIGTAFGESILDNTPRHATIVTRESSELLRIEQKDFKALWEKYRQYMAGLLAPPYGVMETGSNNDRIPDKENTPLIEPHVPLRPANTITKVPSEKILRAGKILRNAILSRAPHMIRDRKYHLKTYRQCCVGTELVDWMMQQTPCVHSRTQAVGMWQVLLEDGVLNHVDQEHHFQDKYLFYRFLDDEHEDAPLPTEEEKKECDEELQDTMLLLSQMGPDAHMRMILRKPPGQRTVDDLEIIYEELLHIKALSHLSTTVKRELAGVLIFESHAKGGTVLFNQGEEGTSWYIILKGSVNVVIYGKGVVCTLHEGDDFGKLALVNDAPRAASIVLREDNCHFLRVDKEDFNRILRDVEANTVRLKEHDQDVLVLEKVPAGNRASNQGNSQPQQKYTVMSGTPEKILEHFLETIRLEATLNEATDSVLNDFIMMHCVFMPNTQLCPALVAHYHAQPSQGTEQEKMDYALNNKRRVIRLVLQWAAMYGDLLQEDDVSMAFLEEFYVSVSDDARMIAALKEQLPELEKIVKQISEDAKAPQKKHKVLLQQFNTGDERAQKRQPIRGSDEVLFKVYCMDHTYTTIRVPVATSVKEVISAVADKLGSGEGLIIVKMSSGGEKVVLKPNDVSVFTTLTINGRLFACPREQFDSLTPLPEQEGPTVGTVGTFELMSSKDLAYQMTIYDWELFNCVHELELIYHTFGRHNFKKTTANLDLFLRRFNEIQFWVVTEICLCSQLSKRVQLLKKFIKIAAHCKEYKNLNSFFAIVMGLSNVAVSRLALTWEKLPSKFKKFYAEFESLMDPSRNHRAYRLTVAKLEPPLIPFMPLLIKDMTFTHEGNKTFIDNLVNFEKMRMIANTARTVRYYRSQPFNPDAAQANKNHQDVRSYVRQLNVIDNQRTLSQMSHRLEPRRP
ATXN2 expr inh – Primary qHTS for Inhibitors of ATXN expression | HEK-293 ATXN2-luciferase reporter, luminescence, 24 h | Potency, µM (series often up to 57 µM), inactives show top-dose activity change, negative = inhibition, hits mostly inhibitors | 360,000 tested, 0.72% active | AID 1745845, 2022; note: % is set by controls: 0 for no effect and ±100 for the full control effect; nearly all actives have a fitted effect of over 55% in size
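ATXN2-luciferase reporter cells (luciferase flanked by upstream and downstream ATXN2 gene portions) were treated 24 h at 37 °C with compounds at up to 57 uM. SteadyGlo luminescence gave expression; GF-AFC fluorescence gave viability.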
HepG2 viability – qHTS for Inhibitors of TGF-b: Cytotox Counterscreen | AID 588856, 2011 | Potency, µM (top dose mostly 46.1 µM), inactives show at the top dose activity change, negative = cytotoxicity, actives largely listed as cytotoxic | 410,000 tested, 0.76% active | HepG2 CAGA-GFP viability, ATP luminescence, 18 h; note: some results filed as inactive show a strong effect at the top dose
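CellTiter-Glo luminescence gave cytotoxicity after 18 hours at 37 degrees C. The cells were HepG2 CAGA-GFP in 1% FBS DMEM, stimulated with 500 pg/mL TGF-beta after compound addition. %Activity was normalised to no-cell wells (complete cell-killing) and DMSO (no toxicity), and curves were fitted and classified.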
MCF10A rereplic – A quantitative high throughput screen for small molecules that induce DNA re-replication in MCF 10a normal breast cells. MCF 10A DNA re-replication, Hoechst nuclear intensity, 48 h. Potency, µM (top dose mostly 46.1 µM), for inactives: at the top dose activity, positive = re-replication, actives largely listed as activators. 350,000 tested, 2.9% active. AID 624296, 2012; note: % of control where 0% means no effect; nearly all actives have a fitted effect of over 50% in size
Nrf2 block – Nrf2 qHTS screen for inhibitors; Potency, µM (series often up to 46 µM), for inactives: top-dose activity change, negative = inhibition, usual class: inhibitors; AID 504444, 2011; 360,000 tested, 2.1% active; A549 ARE-Fluc reporter, luciferase luminescence, 18-24 h; note: % is set by controls: 0 for no effect and ±100 for the full control effect; nearly all actives have a fitted effect of over 60% in size
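Nrf2 function is reported as luminescence of an ARE-controlled luciferase in A549 cells. Compounds were tested at several concentrations, and a CellTiter-Fluor read on the same wells flagged cytotoxicity.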
S2 tox – Viability Counterscreen for Primary qHTS for Inhibitors of ATXN expression. S2 cells (HEK-293 line with an ATXN2-luciferase reporter) viability, CellTiter-Fluor protease fluorescence, 24 h. Potency, µM (highest dose often 56.7 µM), hits mostly cytotoxic. 400,000 tested, 0.49% active; note: nearly all actives have a fitted effect of over 40% in size
A549 tox – Nrf2 qHTS screen for inhibitors: counterscreen for cytotoxicity; Potency, µM (highest dose often 46 µM), for the others: top-dose activity change, negative = cytotoxicity, hits mostly inhibitors; 390,000 tested, 0.16% active; AID 504648, 2011; A549 ARE-Fluc cells, CellTiter-Fluor viability, 18-24 h; note: % is set by controls: 0 for no effect and ±100 for the full control effect
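A549 ARE_Fluc cells in 5% FBS OPTI-MEM were exposed to compounds in concentration-response for 18-24 h at 37 deg C. Viability was read by CellTiter-Fluor fluorescence (Ex 405/Em 525) after 30 min, before the luciferase read.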
TGFb SMAD3 inh – qHTS for Inhibitors of TGF-b; HepG2 CAGA-GFP TGF-b/SMAD3 reporter, GFP fluorescence, 18 h; TGF-beta stimulated, 500 pg/mL final; Potency, µM (top dose mostly 46.1 µM), inactives show at the highest dose activity, negative = inhibition, hits mostly inhibitors; 410,000 tested, 1.2% active; note: % is set by controls: 0 for no effect and ±100 for the full control effect; nearly all actives have a fitted effect of over 65% in size
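Cell-based qHTS in HEPG2 carrying a CAGA-GFP Smad reporter; compounds added before 500 pg/mL final TGF-beta, 18 h incubation at 37 degrees C, GFP fluorescence quantified per cell by imaging cytometry.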
* marks the source's active call; other numbers are inactive results; i = inactive; ? = inconclusive; · = not tested or not shown; & = joins results of further samples; [ ] = another dose, or the depositor's remark. Calls come from the whole dose curve; as a rule, active = well fitted curve in the direction sought with a large enough effect; inconclusive = small, poorly fitted or top-dose-only effect, or another doubt; inactive = no such curve, though single readings can be large; an effect the other way counts as inactive or inconclusive. Potency is the fitted concentration of half-maximal effect.

Each structure is followed by: Nrf2 activator, EPAC2 antag, ATXN2 expr inh, HepG2 viability, MCF10A rereplic, Nrf2 block, S2 tox, A549 tox, TGFb SMAD3 inh
OC(c1ccc(F)c(F)c1)c1nc(-c2ccc(Cl)cc2)cs1 (centres undefined)
  0.0%, -1%, -13%, -53%, ·, ·, i, ·, ?
CCOC(=O)C1=C(NC#N)OC(C)=C(C)C1c1ccc(O)cc1 (centres undefined)
  -0.3%, 10%, -3%, -1%, -1%, 29%, i, -1%, -30%
CCOC(=O)c1c(C)oc2nc(C)nc(N3CCN(c4ccc(C)cc4C)CC3)c12
  2.0%, ·, -1%, -6%, ·, 17%, i, 11%, 2%
COC(=O)[C@]12CCCCC=C1N(Cc1ccco1)C(=O)[C@H](CC(=O)N1CCOCC1)C2
  0.0%, 2%, 2%, ·, ·, ·, i, ·, ·
Cc1cc(C)n2nc(C(=O)NCc3ccccc3)nc2n1
  0.0%, 4%, -14%, -16%, 0%, 1%, i, 2%, 3%
COc1cc(CC(=O)OCC(=O)NCCc2ccc(S(N)(=O)=O)cc2)cc(OC)c1OC
  0.1%, 6%, -7%, 3%, 0%, 1%, ?, -6%, 4%
CCc1noc(-c2ccc(N3CCCCC3)c([N+](=O)[O-])c2)n1
  4.4%, ·, 63%[activator], -20%, ·, 16%, i, 6%, -6%
CC1CCN(c2ncnc3ccccc23)CC1
  -0.2%, 2%, -11%, -20%, 21%, 15µM*, i, -14%, 0%
O=C(Oc1ccc2ccc(O)cc2c1)c1ccccc1Cl
  15%, 0%, 37%, -10%, -1%, ?, i, 2%, -25%
CC(C)(C)OC(=O)NCC(=O)NCC(=O)OCc1ccccc1
  -0.7%, 20%, -28%, -35%, 0%, ·, i, 5%, -8%
CC(C)(C)c1ccc(OCc2ccc(C(=O)Nc3cccnc3)o2)cc1
  -1.7%, -16%, ?, -10%, 23µM*, ?, ?, -14%, 0%
CSc1ccccc1NC(=O)c1csc(C)c1
  ?, -3%, 15%, 5%, -3%, 15%, i, -3%, -18%
Cc1ccccc1OCC(=O)O/N=C(\N)Cc1ccc(Cl)cc1
  0.1%, -4%, 0%, 3%, 3%, 8%, ?, -3%, 6%
COc1ccc(Br)cc1CNC(=O)CN1CCSc2ccccc21
  3.4%, ·, ?, -40%, ·, ·, ?, 6%, ?
CCN(CC)CCNC(=O)C12CC3CC(C)(CC(C)(C3)C1)C2
  -0.5%, 8%, -6%, -21%, ?, 7%, i, 0%, -4%
O=C(O)CN1C(=O)CCS(=O)c2ccccc21 (centres undefined)
  -0.4%, 12%, 6%, -1%, -1%, ?, i, 1%, -4%
COc1ccc(S(=O)(=O)N2CCC(C(=O)NN3CCCCC3)CC2)cc1
  -1.1%, 14%, ·, -17%, ·, ·, i, ·, -6%
Cc1ccc(-c2nc(N)n(C(=O)Cc3ccccc3)n2)cc1
  3.6%, -4%, 27%, 0%, 0%, ·, i, -5%, 4%
[O-]/[N+](=N\Nc1ccc(Cl)cc1)c1ccccc1
  5.7%, -25%, 38%[activator], -28%, -39%[inhibitor], ?, i, 0%, 21%
CC(=O)c1ccc(NC(=O)C2=CC(c3ccc4c(c3)OCO4)=NS(=O)(=O)N2C)cc1
  3.0%&3.4%, 9%, -20%, -2%&-13%, -1%, 2%&9%, i, 0%&7%, ?

(more compounds)
Each structure is followed by: Nrf2 activator, EPAC2 antag, ATXN2 expr inh, HepG2 viability, MCF10A rereplic, Nrf2 block, S2 tox, A549 tox, TGFb SMAD3 inh
COc1ccc(NC(C)=O)cc1NC(=O)c1cccc(S(=O)(=O)N2CCc3ccccc32)c1
  -0.4%, -15%, -12%, -15%, -4%, ?, ?, 0%, -4%
O=C(CC1CCCCC1)NCc1ccccc1
  0.0%, 2%, 29%, 0%, -2%, ?, i, 4%, 11%
CCc1nc2c(OCCOC)cccn2c1N(C)C(=O)c1ccco1
  0.0%[9.22 µM], 5%, -1%, 8%, ·, ·, i, ·, 2%
O=c1[nH]nc(CNc2ccc(C(F)(F)F)cc2)c2ccccc12
  9.5%, -14%, ·, 1%, -3%, 6%, i, 16%, -11%
CC(=O)NN1C(=O)/C(=C/c2ccc(Br)o2)SC1=S
  ?, -3%, -6%, 22%, ?, ·, i, ?, 32%[activator]
COC(=O)c1nccc2c1[nH]c1ccccc12
  3.3%, 0%, 6%, -23%, ?, 11%, i, -2%, -1%
CN(CCc1ccccn1)c1ncnc2[nH]ncc12
  0.2%, -2%, 27%, -5%, 1%, 1%, ?, 3%, 1%
CCN(CC(=O)Nc1c(F)cccc1F)C(=O)c1ccc(OCC(=O)N2CCOCC2)c(OC)c1
  -0.3%, 2%, 6%, -7%, -10%, -5%, i, -5%, -7%
CCN(CC)c1ccc(NC(=O)c2cnn3c(C(F)F)cc(-c4ccccc4)nc23)cc1
  -0.6%, ·, ·, 13%, ·, 2%, ·, -17%, 9%
COc1ccc(CN(C)CC(=O)Nc2cc(OC)c([N+](=O)[O-])cc2C)c(OC)c1
  3.0%, -11%, -15%, -20%, 20%, ?, i, -19%, -27%
Cc1noc(C)c1S(=O)(=O)N(C)C[C@H]1OCc2cnnn2CCCC(=O)N([C@H](C)CO)C[C@@H]1C
  -0.5%, 11%, -2%, -11%, ·, ·, i, ·, -2%
Cc1cc(C(=O)CSc2nncs2)c(C)n1Cc1ccco1
  0.4%, -14%, -29%, 20%, -13%, ?, i, 0%, 0%
S=c1[nH]c2ccc3ccccc3c2[nH]1
  -0.8%, -2%, -5%, -3%, -4%, 3%, i, 1%, -2%
COc1ccc(/C=N/N(C)C2=NS(=O)(=O)c3ccccc32)cc1
  -0.2%, -1%, -6%, 6%, 4%, -10%, ·, -3%, -8%
Cc1ccc(NC(=O)c2cccnc2)c([N+](=O)[O-])c1
  -0.1%, -10%, 11%, 0%, ?, 5%, i, -1%, -6%
O=C1OCCN1C(=O)[C@H]1[C@H](c2ccc(F)cc2)C(c2ccc(F)cc2)=NN1c1ccccc1
  5.8%, -8%, -8%, 0%, 5.8µM*, -25%, ·, 0%, ?
Cc1oc2nc(SCC(=O)NC3CCCCC3)nc(N)c2c1C
  2.9%, -19%, -15%, 2%, 8%, ?, i, 7%, 27%
N#C/C(=C\c1c(N2CCCCC2)nc2ccccn2c1=O)C(=O)NCc1ccco1
  0.0%, -14%, 17%, 2%, -33%[inhibitor], 10%, i, -14%, -17%
Cc1ccc(-c2nn(C)c(=O)c3ccccc23)cc1CNC(=O)c1ccco1
  8.4%, 2%, 5%, 6%, 28%, ?, i, 0%, -6%
N#C/C(=C(/O)CCCl)c1ccccn1
  -0.1%, 2%[57.1 µM], ·, 9%, ?, 5%, ·, ?, 1%

The last 2 compounds of the part before come first, to join the parts.
SMILES | Nrf2 activator | EPAC2 antag | ATXN2 expr inh | HepG2 viability | MCF10A rereplic | Nrf2 block | S2 tox | A549 tox | TGFb SMAD3 inh
Cc1ccc(-c2nn(C)c(=O)c3ccccc23)cc1CNC(=O)c1ccco1 | 8.4% | 2% | 5% | 6% | 28% | ? | i | 0% | -6%
N#C/C(=C(/O)CCCl)c1ccccn1 | -0.1% | 2%[57.1 µM] | · | 9% | ? | 5% | · | ? | 1%
CC(C)(C)c1ccccc1OCC(=O)NCc1ccccc1 | -1.2% | -29% | · | -32% | 2% | -17% | i | 7% | -17%
O=C(Nc1cccc(/C=C/c2ccccn2)c1)c1ccc(-n2cncn2)c([N+](=O)[O-])c1 | 0.8% | 0% | ? | -21% | ? | ? | 18µM* | -19% | ?
COc1ccc2nc(NC(=O)CSc3nnc(N)s3)sc2c1 | 1.8% | -1% | 13% | -6% | -9% | 14% | i | -12% | -20%
Cc1cc(C)c(OCC(=O)OC(C)C(=O)N2CCc3ccccc32)c(C)c1 (centres undefined) | 0.7% | -10% | 3% | -9% | -2% | -17% | i | -15% | 6%
CCCNC(=O)/C(C#N)=C1\N=C(NC(=O)c2ccco2)c2ccccc21 | -0.1% | 3% | -7% | 5% | 1% | -20% | i | -9% | 8%
CSc1ccc(-c2nc(CSCC(=O)NCCCN3CCCC3=O)c(C)o2)cc1 | -0.7% | -5% | -18% | 3% | 1% | ? | i | 1% | 7%
COc1cccc(/C=C/c2ccccn2)c1O | 8.9µM* | -3% | 18% | -17% | 7% | 7% | i | 2% | -8%
Cc1onc(-c2ccccc2Cl)c1C(=O)NC1CCCCCC1 | -0.5% | 2% | 0% | 4% | 16% | 1% | i | 3% | 0%

In the list so far, these contain a Cl atom:
SMILES | Nrf2 activator | EPAC2 antag | ATXN2 expr inh | HepG2 viability | MCF10A rereplic | Nrf2 block | S2 tox | A549 tox | TGFb SMAD3 inh
OC(c1ccc(F)c(F)c1)c1nc(-c2ccc(Cl)cc2)cs1 (centres undefined) | 0.0% | -1% | -13% | -53% | · | · | i | · | ?
O=C(Oc1ccc2ccc(O)cc2c1)c1ccccc1Cl | 15% | 0% | 37% | -10% | -1% | ? | i | 2% | -25%
Cc1ccccc1OCC(=O)O/N=C(\N)Cc1ccc(Cl)cc1 | 0.1% | -4% | 0% | 3% | 3% | 8% | ? | -3% | 6%
[O-]/[N+](=N\Nc1ccc(Cl)cc1)c1ccccc1 | 5.7% | -25% | 38%[activator] | -28% | -39%[inhibitor] | ? | i | 0% | 21%
N#C/C(=C(/O)CCCl)c1ccccn1 | -0.1% | 2%[57.1 µM] | · | 9% | ? | 5% | · | ? | 1%
Cc1onc(-c2ccccc2Cl)c1C(=O)NC1CCCCCC1 | -0.5% | 2% | 0% | 4% | 16% | 1% | i | 3% | 0%

Screening results from PubChem.

Only part of the results is shown; count on the stated rates, not on these rows.
